Source: PubChem BioAssay
TDP1 block = TDP1 (human) enzyme inhibition; Q9NUW8; recombinant TDP1, AlphaScreen DNA substrate cleavage; Potency, µM (doses to about 130 µM), inactives show at the highest dose activity change, negative = inhibition, usual class: inhibitors; 0.28% of 350,000 active; further: nearly all actives have a fitted effect of over 40% in size
Target sequence (Q9NUW8 whole entry, looked up): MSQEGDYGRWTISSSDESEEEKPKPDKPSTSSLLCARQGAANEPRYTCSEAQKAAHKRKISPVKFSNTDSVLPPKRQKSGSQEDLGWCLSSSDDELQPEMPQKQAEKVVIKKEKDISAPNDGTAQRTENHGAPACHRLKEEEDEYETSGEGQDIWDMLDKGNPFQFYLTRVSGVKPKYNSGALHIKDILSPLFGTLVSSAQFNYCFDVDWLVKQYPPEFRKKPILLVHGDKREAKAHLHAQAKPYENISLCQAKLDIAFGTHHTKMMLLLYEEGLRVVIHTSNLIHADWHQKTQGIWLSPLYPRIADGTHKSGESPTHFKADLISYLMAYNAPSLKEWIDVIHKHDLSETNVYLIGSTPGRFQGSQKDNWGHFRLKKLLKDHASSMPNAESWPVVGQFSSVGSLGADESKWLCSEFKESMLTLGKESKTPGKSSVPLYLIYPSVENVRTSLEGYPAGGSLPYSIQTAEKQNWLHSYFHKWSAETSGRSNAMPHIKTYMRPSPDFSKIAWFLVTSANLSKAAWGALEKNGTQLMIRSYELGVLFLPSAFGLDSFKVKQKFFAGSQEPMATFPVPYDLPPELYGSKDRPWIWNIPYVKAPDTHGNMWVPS
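Steps: enzyme plus compound, 15 min RT; add biotin/phosphotyrosine-FITC oligonucleotide (15 nM final), react 5 min; add donor/acceptor beads (10 ug/ml final), 10 min; read AlphaScreen. Tdp1 at 1 nM final.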
FEN1 inh = inhibitors of human flap endonuclease 1; Potency, µM (highest dose often 114 µM), without a hit: at the top dose activity change, negative = inhibition, actives largely listed as inhibitors; 0.35% of 390,000 active; P39748; AID 588795; Recombinant FEN1 flap cleavage, fluorescence, 15 min; further: nearly all actives have a fitted effect of over 65% in size
Target sequence (P39748 whole entry, looked up): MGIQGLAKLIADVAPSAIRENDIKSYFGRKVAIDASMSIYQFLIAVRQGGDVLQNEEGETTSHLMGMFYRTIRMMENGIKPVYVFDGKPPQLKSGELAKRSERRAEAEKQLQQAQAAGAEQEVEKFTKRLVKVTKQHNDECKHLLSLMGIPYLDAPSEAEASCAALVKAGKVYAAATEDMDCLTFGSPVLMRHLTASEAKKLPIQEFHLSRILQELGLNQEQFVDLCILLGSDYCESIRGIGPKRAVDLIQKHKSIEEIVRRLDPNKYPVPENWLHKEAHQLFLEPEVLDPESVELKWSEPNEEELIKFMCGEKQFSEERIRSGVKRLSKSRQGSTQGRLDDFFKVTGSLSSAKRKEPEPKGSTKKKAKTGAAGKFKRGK
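Recombinant FEN1 (10 nM) was preincubated with pin-transferred compounds for 15 min at room temperature, then flap DNA substrate (50 nM final) was added. Plates were read at 0 and 15 min, and normalized concentration–response data were fitted to a four-parameter Hill equation.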
N370S GC = N370S glucocerebrosidase modulation, Gaucher chaperone candidate; P04062; N370S GC spleen homogenate, 4MU-glucoside fluorescence; Potency, µM (doses to about 59.4 µM), without a hit: top-dose activity change, negative = inhibition, usual class: inhibitors; 0.092% of 330,000 active;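 further: 0% = full enzyme activity and -100% = no enzyme basal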
Starred values were filed as active, the others as inactive; [ ] = dose if it differs, or a comment. The call rests on the fitted dose curve; in most records, active means well fitted curve in the direction sought with a large enough effect; inconclusive means small, poorly fitted or top-dose-only effect, or another doubt; inactive means no such curve, though single readings can be large; an effect the other way counts as inactive or inconclusive. Unless noted, on the % scale 0 is the no-effect control and ±100 the full control effect; potency means the concentration at half of the fitted maximal effect. Rows were taken by chance; any-hit rate near 0.57%.

Results for CCN(C(=O)COC(=O)C1CCN(S(=O)(=O)c2c(Cl)cccc2Cl)CC1)C1CCCCC1 ?
TDP1 block: 2.5%; FEN1 inh: -1.3%; N370S GC: -6.9%

Results for O=C(COc1ccc(Cl)cc1Cl)OCC(=O)c1ccc[nH]1 ?
TDP1 block: -3.2%[56.1 µM]; FEN1 inh: -22.1%

How did COc1ccccc1NC(=O)c1cc(Sc2nncn2C)nc2ccccc12 do in these assays?
TDP1 block: 4.2%; FEN1 inh: -2.4%; N370S GC: 4.7%

What do the screens show for `COc1cc(C)c(S(=O)(=O)N2CCOCC2)cc1C(C)C`?
TDP1 block: -1.1%; FEN1 inh: -17.2%; N370S GC: -15.3%

What do the screens show for `CCOC(=O)c1cc(-c2ccc(C)cc2)n(CC(=O)Nc2cc(C)ccc2C)c1C`?
TDP1 block: 2.9%; FEN1 inh: 1.3%

Results for CN(C)S(=O)(=O)c1cccc(NC(=O)/C=C/c2ccc(S(=O)(=O)N3CCOCC3)cc2)c1 ?
TDP1 block: 2.9%; FEN1 inh: 2.8%

How did COc1cc(C(=O)Nc2nonc2-c2ccc(C)c(C)c2)cc(OC)c1OC do in these assays?
TDP1 block: -2.9%; FEN1 inh: -8.0%

Results for O=c1c(/C=N\NS(=O)(=O)c2ccccc2)coc2ccc(Cl)cc12 ?
TDP1 block: 5.7%; FEN1 inh: 13.0%; N370S GC: 0.7%

What do the screens show for `CSc1ccc(/C=C(/NC(=O)c2ccccc2)C(=O)NCCCn2ccnc2)cc1`?
TDP1 block: 9.3%; FEN1 inh: 0.4%; N370S GC: -2.0%

What do the screens show for `C[C@H](CO)N1C[C@H](C)[C@@H](CN(C)Cc2ccc(C(=O)O)cc2)Oc2c(NS(=O)(=O)c3ccc(F)cc3)cccc2C1=O`?
TDP1 block: 1.4%; FEN1 inh: -3.6%

How did Cc1nc(SCC(=O)OCc2ccccc2)c2c(=O)n(C)c(=O)n(C)c2n1 do in these assays?
TDP1 block: 4.1%; FEN1 inh: -6.1%; N370S GC: 7.3%

How did NS(=O)(=O)c1ccc(CCNC(=O)c2coc3ccccc3c2=O)cc1 do in these assays?
FEN1 inh: -9.9%; N370S GC: -5.5%

Results for Cc1[nH]c(C)c(S(=O)(=O)NCc2ccc(N(C)C)cc2)c1C(=O)N1CCCC1 ?
TDP1 block: 5.3%; FEN1 inh: 1.8%; N370S GC: 3.0%

What do the screens show for `CCOc1cc(C(=O)Nc2ccc(N3CCN(C(C)=O)CC3)cc2)cc(OCC)c1OCC`?
FEN1 inh: 5.6%; N370S GC: -13.4%

How did CCc1ccc(NC(=O)C(C)OC(=O)CN2C(=O)NC3(CCCC3)C2=O)cc1 (stereo not drawn) do in these assays?
TDP1 block: 1.4%; FEN1 inh: -5.2%

Reprinted at random: 5 entries already listed, in no set order.
Results for CCN(C(=O)COC(=O)C1CCN(S(=O)(=O)c2c(Cl)cccc2Cl)CC1)C1CCCCC1 ?
TDP1 block: 2.5%; FEN1 inh: -1.3%; N370S GC: -6.9%

What do the screens show for `CCOC(=O)c1cc(-c2ccc(C)cc2)n(CC(=O)Nc2cc(C)ccc2C)c1C`?
TDP1 block: 2.9%; FEN1 inh: 1.3%

Results for Cc1[nH]c(C)c(S(=O)(=O)NCc2ccc(N(C)C)cc2)c1C(=O)N1CCCC1 ?
TDP1 block: 5.3%; FEN1 inh: 1.8%; N370S GC: 3.0%

What do the screens show for `CCOc1cc(C(=O)Nc2ccc(N3CCN(C(C)=O)CC3)cc2)cc(OCC)c1OCC`?
FEN1 inh: 5.6%; N370S GC: -13.4%

How did Cc1nc(SCC(=O)OCc2ccccc2)c2c(=O)n(C)c(=O)n(C)c2n1 do in these assays?
TDP1 block: 4.1%; FEN1 inh: -6.1%; N370S GC: 7.3%

Carrying on.
How did CCc1nnc(NC(=O)c2ccc(S(=O)(=O)N(C)Cc3ccccc3)cc2)o1 do in these assays?
TDP1 block: 3.3%; FEN1 inh: 0.1%; N370S GC: -2.3%

How did C/C(=N\NC(=O)COc1ccc(C(C)(C)C)cc1)c1ccc(N2CCOCC2)cc1 do in these assays?
TDP1 block: -3.4%; FEN1 inh: -1.2%; N370S GC: 9.3%

How did COC(CNC(=O)c1cn(C)c2ccc(S(=O)(=O)N3CCOCC3)cc2c1=O)OC do in these assays?
TDP1 block: 3.3%; FEN1 inh: -3.2%; N370S GC: -1.1%

What do the screens show for `COc1ccc(CNC(=O)CCCCCn2c(=O)[nH]c3ccccc3c2=O)cc1`?
TDP1 block: 7.4%; FEN1 inh: -2.1%

How did Cc1cc(NS(=O)(=O)c2ccc(NC(=O)c3ccccc3F)cc2)no1 do in these assays?
TDP1 block: 1.2%; FEN1 inh: 21.2%

How did COc1ccc(/C=N/OC(=O)Nc2ccccc2OC)cc1 do in these assays?
TDP1 block: -5.1%; FEN1 inh: 3.3%; N370S GC: 22.9%

How did Cn1cccc1/C=N/n1c(-c2ccco2)n[nH]c1=S do in these assays?
TDP1 block: 4.8%; FEN1 inh: 20.2%; N370S GC: -1.4%

Results for CCOCc1c(C(=O)OCC(=O)Nc2ccccc2C(N)=O)oc2ccccc12 ?
TDP1 block: -2.2%[56.1 µM]; FEN1 inh: 8.9%

How did O=C(CSc1ncn[nH]1)Nc1nnc(-c2ccccc2)s1 do in these assays?
TDP1 block: 2.9%; FEN1 inh: 12.9%; N370S GC: -0.4%

How did COc1ccccc1C(=O)COC(=O)c1ccccc1OCC(=O)Nc1ccc(SC(F)F)cc1 do in these assays?
TDP1 block: 5.5%; FEN1 inh: -8.5%; N370S GC: inconclusive

Results for O=C(Nc1ncc([N+](=O)[O-])s1)c1cccc([N+](=O)[O-])c1 ?
TDP1 block: 5.0%; FEN1 inh: -12.2%; N370S GC: -1.6%

What do the screens show for `CC(C)(C)OC(=O)NCCCC[C@H](NC(=O)c1nc[nH]c1C(=O)NCc1ccc(CNC(=O)OC(C)(C)C)cc1)C(=O)OC(C)(C)C`?
FEN1 inh: -21.7%; N370S GC: -1.6%

How did COc1cccc(CNC(C)C(=O)Nc2ccc3c(c2)OCCO3)c1 (stereo not drawn) do in these assays?
TDP1 block: 1.2%; FEN1 inh: 0.2%; N370S GC: -18.1%

Results for COc1cccc(OC)c1C(=O)NC(C)CCc1ccccc1 (stereo not drawn) ?
FEN1 inh: -11.2%; N370S GC: -4.9%

What do the screens show for `O=c1ccc(S(=O)(=O)N2CCCC2)c[nH]1`?
TDP1 block: -0.8%; FEN1 inh: 23.8%

What do the screens show for `NCCN=C1NS(=O)(=O)c2ccccc21`?
TDP1 block: -1.1%; FEN1 inh: 1.8%; N370S GC: 8.7%

How did CCOc1cc(C(=O)Nc2cc(C)ccc2C)ccc1OCC(=O)N1CCCCC1 do in these assays?
TDP1 block: 0.0%; FEN1 inh: 6.9%; N370S GC: -11.5%

How did Cc1cc(C)n(-c2nc3ccccc3nc2Nc2ccc3[nH]c(=O)[nH]c3c2)n1 do in these assays?
TDP1 block: -5.5%; FEN1 inh: -13.4%; N370S GC: inconclusive

How did CC(=O)c1c(N2CCN(c3ccc(F)cc3)CC2)nc(=S)n(Cc2ccccc2)c1C do in these assays?
TDP1 block: 3.8%; FEN1 inh: 1.2%; N370S GC: -8.2%

What do the screens show for `CCC(C)NC(=O)C1CCN(C(=O)COc2ccc3c4c(c(=O)oc3c2C)CCCC4)CC1` (stereo not drawn)?
TDP1 block: 0.5%; FEN1 inh: 21.8%; N370S GC: 7.8%

Results for O=C(NC1CCCC1)c1cc(=O)[nH]c2ccccc12 ?
FEN1 inh: 0.6%; N370S GC: 2.1%

How did CCOC(=O)c1c(NC(=O)CCCOc2ccc(Cl)cc2)sc2c1CCC2 do in these assays?
TDP1 block: 1.9%[2.28 µM]; FEN1 inh: -3.9%

What do the screens show for `CC(C)OCCCNC(=O)CCCn1c(=O)[nH]c2ccsc2c1=O`?
TDP1 block: -2.9%; FEN1 inh: -3.4%

How did O=C(Nc1ccc(F)cc1)c1ccccc1NC(=O)C1CC=CCC1C(=O)O (stereo not drawn) do in these assays?
TDP1 block: 4.8%; FEN1 inh: -1.9%; N370S GC: 0.8%

What do the screens show for `COc1ccc(-c2nnc3n2N=C(c2ccc(OC)c(OC)c2)CS3)cc1`?
TDP1 block: 7.9%; N370S GC: -0.7%

How did Cc1cc(N2CCOCC2)nc2ccc(NC(=O)C3CCC(C)CC3)cc12 (stereo not drawn) do in these assays?
TDP1 block: 2.0%; FEN1 inh: 22.8%; N370S GC: inconclusive

Results for COC(=O)c1cccc(S(=O)(=O)N(Cc2ccco2)Cc2cc3cc(OC)c(OC)cc3[nH]c2=O)c1 ?
TDP1 block: 5.6%; FEN1 inh: 0.1%; N370S GC: 10.5%

What do the screens show for `CCOC(=O)c1cc(C#N)c(SC)nc1C`?
TDP1 block: 4.7%; FEN1 inh: 7.2%; N370S GC: 8.4%

What do the screens show for `COC(=O)[C@]1(Cc2ccccc2)N[C@H](CN(C)C(C)=O)[C@@H]2C(=O)N(C)C(=O)[C@@H]21`?
TDP1 block: 1.0%; FEN1 inh: -5.2%

How did C=CCn1c(CNc2ccc(C)cc2)nnc1SCC(=O)N/N=C/c1ccc(O)cc1 do in these assays?
TDP1 block: 8.8%; FEN1 inh: 4.5%; N370S GC: -17.2%

How did COc1ccc(/C=N/NC(=O)c2ccn[nH]2)cc1CN1CCOCC1 do in these assays?
FEN1 inh: -9.4%; N370S GC: 21.7%

Results for C=CCN(Cc1nc(-c2ccccc2)no1)C(=O)c1ccoc1C ?
TDP1 block: 6.1%; FEN1 inh: -1.2%; N370S GC: -5.9%

What do the screens show for `CCn1c(SCC(=O)N2CCN(c3ccccc3F)CC2)nnc1-c1ccoc1C`?
TDP1 block: 2.4%; FEN1 inh: 5.7%; N370S GC: 8.4%

How did CC(Sc1ncn[nH]1)C(=O)Nc1ccc(Cl)cn1 (stereo not drawn) do in these assays?
TDP1 block: 0.8%[0.505 µM]; FEN1 inh: 14.1%; N370S GC: 4.5%

How did COc1cccc(CNC(=O)C2=C(C)C(=O)OC23CCC(C)CC3)c1 (stereo not drawn) do in these assays?
TDP1 block: 2.9%; FEN1 inh: -9.0%; N370S GC: -25.8%

What do the screens show for `COc1ccc(-c2cc(C3CC3)nc3sc(C#N)c(N)c23)cc1`?
TDP1 block: -10.5%; FEN1 inh: -15.9%; N370S GC: 14.7%

Results for S=C(Nc1ccccc1)N1CCn2c1nc1ccccc12 ?
TDP1 block: 6.6%; FEN1 inh: 9.2%; N370S GC: 3.9%

How did Cc1ccc(C(C)NC(=O)C2CCCO2)cc1C (stereo not drawn) do in these assays?
TDP1 block: 2.6%; FEN1 inh: -1.7%; N370S GC: -6.4%

How did CC(C)c1ccc(OCC(=O)NCC(c2ccc(Cl)cc2)N2CCOCC2)cc1 (stereo not drawn) do in these assays?
TDP1 block: 0.5%; FEN1 inh: -21.2%

What do the screens show for `CCOC(=O)Cc1csc(SCC(=O)NC2CCCCC2)n1`?
TDP1 block: -4.5%; FEN1 inh: 18.7%; N370S GC: 0.6%

Results for CCOc1ccc(C(=O)c2oc3ccccc3c2NC(=O)c2cc(-c3ccc(Cl)cc3)on2)cc1 ?
TDP1 block: 1.6%; FEN1 inh: -0.2%

What do the screens show for `N#C/C(=C/c1ccc(Br)s1)C(=O)NCCc1c[nH]c2ccccc12`?
TDP1 block: 8.0%; FEN1 inh: -8.8%; N370S GC: -0.4%

How did CN(/N=C/c1cc(Cl)cc(Cl)c1O)c1c(Cl)cccc1[N+](=O)[O-] do in these assays?
TDP1 block: 0.0%; FEN1 inh: -15.0%; N370S GC: 9.7%

How did O=c1c2cc(NC(=S)NC3CCN(Cc4ccccc4)CC3)ccc2nc2n1CCCCC2 do in these assays?
TDP1 block: -2.6%; FEN1 inh: -11.5%; N370S GC: -3.6%

Results for CC(CSc1nc2ccccc2s1)Cn1c(N2CCCC2)nc2c1c(=O)[nH]c(=O)n2C (stereo not drawn) ?
TDP1 block: 8.4%; FEN1 inh: -1.3%; N370S GC: 21.9%

Results for COCCNC(=O)C(C)OC(=O)c1nsc(Cl)c1Cl (stereo not drawn) ?
TDP1 block: -2.2%; FEN1 inh: -10.3%; N370S GC: 6.0%

How did CCCCC1=CC2=C(c3ccco3)C(=O)C(C)(OC(=O)c3ccc(OC)cc3)C(=O)C2=CN1CC(C)C (stereo not drawn) do in these assays?
TDP1 block: 11.3%[12.3 µM]; FEN1 inh: 11.0%; N370S GC: 29.0%[12.8 µM]

What do the screens show for `C/C=C(\C)CN1CCN(c2ccccc2F)CC1`?
FEN1 inh: -13.1%; N370S GC: 0.0%

Results for C=CCN(C(=O)CCC(=O)Nc1cc(C)on1)C(C(=O)NC1CCCC1)c1ccc(CC)cc1 (stereo not drawn) ?
TDP1 block: 2.4%; FEN1 inh: 3.8%; N370S GC: -2.0%

Results for CC1(C(=O)NCc2ccc(Cl)c(Cl)c2)Oc2ccccc2NC1=O (stereo not drawn) ?
TDP1 block: 0.0%; FEN1 inh: -6.4%; N370S GC: 10.8%

Results for CCOC(=O)c1[nH]c(C)c(C(=O)OCC(=O)NCc2ccc(OC)c(OC)c2)c1C ?
TDP1 block: -1.2%; FEN1 inh: 9.2%

Results for COc1ccccc1NC(=O)C1=C(C)Nc2ncnn2C1c1sccc1C (stereo not drawn) ?
TDP1 block: -0.6%; FEN1 inh: 17.9%
